SRC1 TRFRET art: TR-FRET detection interference compounds, primary screen, artefact control for PPARgamma SRC-1 recruitment agonists, biochemical, TR-FRET emission ratio | 99,000 compounds, 0.34% hits | TR-FRET detection artefact counter-screen; stronger effect = higher value | TR-FRET ratio at 8 µM | AID 1051, 2008; in the data active = TR-FRET ratio above about 2300; also: inactives centre near 1800
SRC3 TRFRET art: TR-FRET detection interference compounds, artefact control for PPARgamma SRC-3 recruitment agonists, biochemical, TR-FRET ratio; TR-FRET artefact counter-screen, PPARgamma/SRC-3 format; stronger effect = higher value; TR-FRET ratio at 8 µM; 99,000 compounds, 0.39% hits; in the data active = TR-FRET ratio above about 2000; also: inactives centre near 1600
* hit, by the source's call.

Second line of a record: SRC1 TRFRET art | SRC3 TRFRET art
> CN=C1SC(CC(=O)Nc2c(C)cccc2C)C(=O)N1/N=C/c1cccs1 (centres undefined)
    1896 | 1541
> CCC(=O)N1CCN(c2ccc(NC(=O)c3ccc(C#N)cc3F)cc2Cl)CC1
    1717 | 1370
> CC(=O)Nc1cccc(/C(C)=N/NS(=O)(=O)c2ccccc2)c1
    1826 | 1521
> O=C(Nc1ncc(Cc2ccc(SC(F)F)cc2)s1)c1ccc(OC(F)F)cc1
    1598 | 1424
> Cc1c(-c2cccc(Cl)c2)nc2ccccc2c1C(=O)OC/C(O)=C(\C#N)c1nc2ccccc2[nH]1
    1750 | 1667
> CCOC(=O)c1ccc(NC(=O)CSc2nc3c(c(=O)n2CC)SC(C)C3)cc1 (centres undefined)
    1876 | 1612
> COc1ccc(N(CC(=O)N/N=C/c2ccc(OC3CSC3)cc2)S(=O)(=O)c2ccccc2)cc1
    1694 | 1529
> Cc1ccc(C2CC(=O)NC(SCC(N)=O)=C2C#N)s1 (centres undefined)
    1855 | 1484
> Cc1c(C(=O)OCC(=O)Nc2ccc(C(N)=O)cc2)cccc1[N+](=O)[O-]
    1888 | 1451
> CCC1=NN(C(=O)c2cccnc2)C(O)(C(F)(F)F)C1 (centres undefined)
    1802 | 1519
> O=C(/C=C/c1ccccc1[N+](=O)[O-])NCc1cccnc1
    1908 | 1692
> CCN1C(=O)/C(=C\N(C)C)NC1=S
    1887 | 1701
> CN(CCO)S(=O)(=O)c1ccc2c(c1)C(=NO)c1cc(S(=O)(=O)N(C)CCO)ccc1-2
    1865 | 1730
> Cc1cc(OCCSc2nnc(-c3cccs3)n2C)ccc1Cl
    1946 | 1378
> Oc1ccc(/C=N/n2cnn(Cc3ccccc3Cl)c2=S)c(O)c1
    1894 | 1672
> CCNS(=O)(=O)c1ccc(CCC(=O)NCCc2ccc(OC)cc2)cc1
    1870 | 1588
> COc1ccc(N2CCN(C(=O)C3CCN(S(=O)(=O)c4ccc(C)cc4)CC3)CC2)cc1
    1996 | 1557
> CCCn1c(-c2ccc[nH]c2=O)nc2cc(C)c(C)cc21
    1902 | 1376
> Cc1c(Cl)cccc1NC(=S)NCCN1CCOCC1
    1853 | 1641
> O=[N+]([O-])c1cccc(C(=S)N2CCN(c3ccc(F)cc3)CC2)c1
    1748 | 1630

(list continues)
Second line of a record: SRC1 TRFRET art | SRC3 TRFRET art
> CC1=NNC(=O)c2ccccc2O1
    1932 | 1663
> Cc1ccc(C2CC2c2n[nH]c(=S)n2-c2cccc(C)c2)cc1 (centres undefined)
    1526 | 1673
> CCOC(=O)C1CCCN(C2CCN(Cc3nc(Cc4ccccc4)no3)CC2)C1 (centres undefined)
    1527 | 1622
> CC(Oc1ccccc1)C(=O)OCC(=O)NC(=O)NCc1ccco1 (centres undefined)
    1636 | 1494
> Fc1cnc(N2CCOCC2)nc1N1CCOCC1
    1870 | 1435
> O=C(CNc1ccc(Cl)cc1)c1ccc(Br)cc1
    1977 | 1645
> CCCCC(CC)CNC(=O)CCS(=O)(=O)c1cccc2nsnc12 (centres undefined)
    1897 | 1653
> Cc1cc(C)n(-c2ccc3nncn3n2)n1
    1898 | 1699
> CCn1c(-c2csc(C(C)C)c2)n[nH]c1=S
    1733 | 1488
> CN(c1ccccc1)S(=O)(=O)c1cccc(NC(=O)CSc2nnc(N)s2)c1
    1890 | 1672
> Cn1c(SCC(=O)Nc2cccc(S(=O)(=O)NC3=NCCCCC3)c2)nnc1-c1ccncc1
    1708 | 1414
> COc1ccc(NC(=O)CCN2C(=O)c3ccc([N+](=O)[O-])cc3C2=O)c(OC)c1
    1755 | 1730
> Cc1cc(N/N=C/c2ccc(O)cc2O)nc(-c2ccccc2O)n1
    1756 | 1644
> O=C(/C=C/c1ccco1)Nc1nc(-c2ccccn2)cs1
    1821 | 1397
> O=C(Nc1nc2ccccc2[nH]1)C1CCCO1 (centres undefined)
    1765 | 1781
> COc1cccc(/C=N/Nc2ccc(C(=O)O)cc2)c1O
    1741 | 1579
> NC(=O)CC[C@H](NC(=O)c1ccc(F)cc1)C(=O)OCC(=O)Nc1c(F)c(F)c(F)c(F)c1F
    1718 | 1499
> CCOCCCNC(=O)CCc1ccc(S(=O)(=O)Nc2ccc(C)cc2)cc1
    1865 | 1544
> CC(C)(C)NC(=O)COC(=O)c1ccccc1Nc1ccc(SC(F)F)cc1
    1756 | 1563
> CCOC(=O)/C=C/COc1ccccc1[N+](=O)[O-]
    1764 | 1566

Other entries:
Second line of a record: SRC1 TRFRET art | SRC3 TRFRET art
> O=C(Nc1ccc(NC(=O)C2CC2)nc1)c1cnccn1
    1663 | 1676
> Cc1cc(C)nc(Sc2c(C)nn(-c3ccccc3)c2C)n1
    1894 | 1570
> CS(=O)(=O)N(CC(=O)NCCSC1CCCCC1)c1ccccc1
    1934 | 1639
> CCCCC1CCC(c2ccc(C(N)=O)cc2)CC1 (centres undefined)
    1818 | 1620
> O=C(NCc1ccc2[nH]c3c(c2c1)CCCC3)c1ccc(S(=O)(=O)N2CCOCC2)cc1
    1816 | 1785
> Cc1cc([N+](=O)[O-])cc([N+](=O)[O-])c1NCC(C)C
    1559 | 1415
> C/C(CCC(C)C)=N\NC(=S)NCc1ccccc1
    1884 | 1527
> CC(=O)c1ccc(N2CCN(C(=S)Nc3cccc(Cl)c3)CC2)cc1
    1778 | 1801
> Cc1ccc(S(=O)(=O)N2CCCC2C(=O)NCc2ccc3c(c2)OCO3)cc1 (centres undefined)
    1682 | 1350
> CC(C)(C)NC(=O)CN1CCN(C(=O)CCl)CC1
    1793 | 1427
> Cc1cc(Sc2nccn2C)ncc1[N+](=O)[O-]
    1808 | 1750
> CCN(CC(=O)Nc1cc(C)c(Cl)cc1OC)CC(=O)NC1CCS(=O)(=O)C1 (centres undefined)
    1791 | 1722
> CC(C)(C)NC(=O)C(=O)NN=C1CCCCCC1
    1653 | 1565
> CC(=O)Oc1ccc2oc(=O)c3c(c2c1)CCCN3C(=O)CN1CCOCC1
    2015 | 1623
> O=C(NNC(=O)c1cccnc1)NC1CCCCC1
    2037 | 1550
> CCCCNC(=O)CCN1N=C(c2ccccc2)CCC1=O
    1825 | 1613
> O=c1cc(-c2ccccc2)[nH]c2ccc(F)cc12
    1634 | 1588
> O=C(c1ccccc1)N(Nc1ccccc1)c1ccccc1
    1829 | 1451
> CC(=O)C1=C(O)C(=O)N(CCCn2ccnc2)C1c1ccc(Br)cc1 (centres undefined)
    1913 | 1710
> Cc1cccc(NC(=O)COc2cccc3c2CCN(C)C3=O)c1
    1736 | 1477

The list goes on.
Second line of a record: SRC1 TRFRET art | SRC3 TRFRET art
> Cc1cc(C)nc(N2CCN(C(=O)c3ccc(S(=O)(=O)N4CCCCCC4)cc3)CC2)n1
    1911 | 1561
> CCOc1ccc(S(=O)(=O)NCc2cccnc2)cc1C
    2062 | 1629
> Cc1cc(NC(=O)CCCn2nc([N+](=O)[O-])c(Br)c2C)no1
    1617 | 1483
> O=C(Nc1cc([N+](=O)[O-])ccc1F)c1ccc2c(c1)OCCO2
    1452 | 1479
> CC(C)(C)NC(=O)NC(=O)COC(=O)Cc1c(Cl)cccc1Cl
    1880 | 1366
> COCCn1c(=O)[nH]c(=O)c2cc(C(=O)c3cc(Cl)ccc3O)cnc21
    1851 | 1721
> CCC[N+](CC#Cc1ccccc1)(CCC)CC(=O)OC
    1954 | 1423
> COc1ccccc1Nc1c([N+](=O)[O-])cc(C)cc1[N+](=O)[O-]
    1969 | 1741
> CC(=O)Nc1sc(C)c(C)c1C(=O)OCC(=O)Nc1cc(S(=O)(=O)N2CCCCC2)ccc1Cl
    1704 | 1502
> O=C(Cn1c(COc2ccc(Cl)cc2)nc2ccccc21)NCC(F)(F)F
    1601 | 1675
> CCN1CC(CN(C)Cc2nc(-c3ccc(Cl)cc3)no2)CC1=O (centres undefined)
    1752 | 1845
> C/C(=N\Nc1ccccn1)c1ccc(C(C)C)cc1
    1559 | 1454
> N#C/C(=C\c1ccc([N+](=O)[O-])o1)c1nc2ccccc2[nH]1
    1636 | 1474
> CCCC(C)NC(=O)Cc1ccccc1[N+](=O)[O-] (centres undefined)
    1745 | 1580
> N/C(=N\OC(=O)Cc1ccccc1)c1ccc(Br)cc1
    1802 | 1411
> Cc1ccc(-c2cc(C(=O)N/N=C/C(Br)=C/c3ccccc3)n[nH]2)o1
    1625 | 1686
> CC(C)C(=O)Nc1nnc(NC(=S)Nc2ccccc2)s1
    1512 | 1426
> O=C(Nc1cc(S(=O)(=O)N2CCOCC2)ccc1Cl)c1cc(=O)c2ccccc2o1
    2026 | 1627
> Nc1c(Cl)ncnc1N/N=C/c1ccc2ccccc2n1
    1966 | 1427
> CCCCn1c(=O)c(CCC(=O)O)nc2ccccc21
    1530 | 1254

(cont.)
Second line of a record: SRC1 TRFRET art | SRC3 TRFRET art
> Cc1cccc(NC(=S)NC(=O)c2ccc(Br)o2)c1C
    1839 | 1639
> COc1ccc(CN(C(=O)c2ccc(-c3ccccc3)[nH]2)C(C(=O)NC(C)(C)C)c2ccncc2)cc1 (centres undefined)
    1987 | 1674
> O=[N+]([O-])c1ccc(Cl)c(S(=O)(=O)N2CCCCCC2)c1
    1699 | 1474
> COc1ccc(N2C(=O)/C(=C/c3ccc([N+](=O)[O-])cc3)N=C2C)c(OC)c1
    1905 | 1736
> O=C(NCc1ccccc1)c1noc2c1CCCC2
    1598 | 1734
> Cc1ccc(Cl)cc1NC(=S)NCCCSC1CCCCC1
    1981 | 1647
> CN(CCO)C(=O)C1CCN(c2ncc(C(F)(F)F)cc2Cl)CC1
    1680 | 1658
> O=C(COC(=O)c1ccc(S(=O)(=O)N2CCOCC2)cc1)NC1CCCCCCC1
    1932 | 1557
> Cc1nc2sccn2c1P(c1c(C)nc2sccn12)c1c(C)nc2sccn12
    1901 | 1506
> CC(=O)c1ccc(NC(=S)NC(=O)c2c(Cl)c(C)nn2C)cc1
    1624 | 1459
> CC(OC(=O)c1ccc2c(=O)n3c(nc2c1)CCCCC3)C(=O)Nc1ccc(Cl)cn1 (centres undefined)
    1796 | 1747
> CCOc1ccc(Br)cc1S(=O)(=O)Nc1ccc(C(=O)OC(C)C(=O)N(C)c2ccccc2)cc1 (centres undefined)
    2023 | 1829
> CC(=O)Nc1ccc(NC(=O)c2ccc(C3SCC(=O)N3CCc3ccccc3)cc2)cc1 (centres undefined)
    1789 | 1457
> COc1ccccc1CNC(=O)Cn1cc2c(n1)CCCC2
    1772 | 1570
> Cc1c(C)c(C)c(S(=O)(=O)N2CCNCC2)c(C)c1C
    1637 | 1416
> COC(=O)CC1C(=O)NCCN1Cc1cn(-c2ccc(C)cc2)nc1-c1cccc(C)c1 (centres undefined)
    1991 | 1688
> Cc1nc(Cl)cc(CS(=O)(=O)c2ccc(Cl)cc2)n1
    1764 | 1637
> Cc1cc(NC(=O)CSCCc2ccncc2)no1
    1842 | 1537
> CCOc1ccc(C2c3[nH]c4ccccc4c3CCN2C(=O)Cn2cncn2)cc1 (centres undefined)
    1738 | 1575
> O=C(NCc1ccco1)C(=O)NCC1OCCN1S(=O)(=O)c1ccc(F)cc1 (centres undefined)
    1777 | 1633

Reformatted as tab-separated lines: part of the list above.
mol	SRC1 TRFRET art	SRC3 TRFRET art
Cc1nc2sccn2c1P(c1c(C)nc2sccn12)c1c(C)nc2sccn12	1901	1506
CC(=O)c1ccc(NC(=S)NC(=O)c2c(Cl)c(C)nn2C)cc1	1624	1459
CC(OC(=O)c1ccc2c(=O)n3c(nc2c1)CCCCC3)C(=O)Nc1ccc(Cl)cn1 (centres undefined)	1796	1747
CCOc1ccc(Br)cc1S(=O)(=O)Nc1ccc(C(=O)OC(C)C(=O)N(C)c2ccccc2)cc1 (centres undefined)	2023	1829
CC(=O)Nc1ccc(NC(=O)c2ccc(C3SCC(=O)N3CCc3ccccc3)cc2)cc1 (centres undefined)	1789	1457

(continued)
Second line of a record: SRC1 TRFRET art | SRC3 TRFRET art
> Nn1c(COc2ccc(Cl)cc2)nc2ccccc2c1=O
    1941 | 1374
> O=C(CC1C(=O)NCCN1C(=O)Nc1ccc(Cl)cc1)Nc1ccc(F)cc1 (centres undefined)
    1955 | 1594
> N#Cc1ccccc1NC(=O)COC(=O)/C=C/c1cn(-c2ccccc2)nc1-c1ccc(Cl)cc1
    2022 | 1648
> O=C(COc1ccccc1)NNC(=O)c1cc2ccccc2oc1=O
    2081 | 1615
> Cc1cc(C)c2cc(CNC3CCCC3)c(Cl)nc2c1
    1906 | 1689
> Cc1cccc(C(=O)N[C@H](C(=O)Nc2ncc(C)s2)C(C)C)c1
    1882 | 1569
> CCN(CC)CCCNC1=C(Cl)C(=O)c2ccccc2C1=O
    2022 | 1822
> CCOC(=O)C1(Cc2cccc(F)c2)CCN(Cc2cnn(CC)c2)CC1
    1814 | 1546
> NCCCCc1cn(CC(=O)N2CCNCC2)nn1
    1754 | 1434
> COc1cccc(C(=O)Nc2cc3c(cc2Cl)OCCCO3)c1
    1649 | 1502
> CCCC(=O)Nc1ccccc1NC(=O)c1ccc(OC(C)=O)cc1
    1897 | 1554
> CCCCNC(=O)CSc1nc2ccc(N3CCOCC3)cc2c(=O)n1Cc1ccc(OC)cc1
    1747 | 1682
> Cc1cccc2cc(C(c3nnnn3Cc3ccccc3)N3CCN(C)CC3)c(=O)[nH]c12 (centres undefined)
    1926 | 1491
> CCOc1ccc(-n2c(SCC(=O)NCc3ccco3)nc3ccccc3c2=O)cc1
    1803 | 1601
> CN(C)S(=O)(=O)c1ccc(C(=O)NNC(=O)C2COc3ccccc3O2)cc1 (centres undefined)
    1419 | 1476
> CCOC(=O)N1CCN(C(=O)CSc2ccc3nnc(-c4ccccn4)n3n2)CC1
    1745 | 1532
> CCC(=O)Nc1ccc(OCc2nnc3c4ccccc4c(C)nn23)cc1
    1750 | 1582
> Cc1ccc(C)c(-c2csc(N/N=C/c3ccco3)n2)c1
    1881 | 1639
> CC(=O)Nc1c(NC(C)(C)C)c2ccccc2oc1=O
    1835 | 1676
> NNC(=O)c1sc2cc(C(F)(F)F)cnc2c1-c1ccccn1
    1819 | 1692
> C/C(CS(=O)(=O)c1ccc(Cl)c(Cl)c1)=N/NC(N)=S
    1991 | 1544
> CCOC(=O)c1cn(CC(=O)Nc2cccc(F)c2)nn1
    1699 | 1385
> COc1ccc(NC(=O)C(=O)NCCO)cc1Cl
    1635 | 1421

This is a subset; the hit share may differ from the screen's.
